FBPA Giardia inh: qHTS Assay for Inhibitors of Fructose-1,6-bisphosphate Aldolase from Giardia Lamblia; purified Giardia FBPA; Potency, µM (top dose mostly 59.6 µM), for the others: at the top dose activity, negative = inhibition, usual class: inhibitors; 0.71% of 290,000 active; AID 2451, 2010; also: potency is read from the fitted curve at half-maximal effect; nearly all actives have a fitted effect of over 55% in size
Target sequence (A8B2U2 whole entry, looked up): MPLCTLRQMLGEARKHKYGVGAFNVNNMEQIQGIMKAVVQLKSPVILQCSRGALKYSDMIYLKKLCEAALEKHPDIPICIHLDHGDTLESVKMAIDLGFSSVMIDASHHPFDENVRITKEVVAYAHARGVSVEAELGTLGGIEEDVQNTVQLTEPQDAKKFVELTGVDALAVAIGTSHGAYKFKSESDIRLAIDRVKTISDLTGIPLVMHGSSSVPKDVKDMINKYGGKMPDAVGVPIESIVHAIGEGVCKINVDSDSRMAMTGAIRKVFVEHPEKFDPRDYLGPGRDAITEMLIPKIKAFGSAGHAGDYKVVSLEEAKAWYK
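40 nM FBPA preincubated 10 min at RT with compound (up to 57.5 uM final), then substrate plus GAPDH/TPI/NAD/arsenate coupling and diaphorase/resazurin added. Fluorescence read after 20 min at RT, 525/598 nm.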
Sm TGR inh: qHTS Assay for the Inhibitors of Schistosoma Mansoni Peroxiredoxins; Schistosoma mansoni thioredoxin glutathione reductase (TGR), Q962Y6; purified TGR, DTNB reduction, TNB absorbance 405 nm; Potency, µM (series often up to 114 µM), without a hit: at the highest dose activity change, negative = inhibition, hits mostly inhibitors; 3% of 360,000 active; also: potency is read from the fitted curve at half-maximal effect; nearly all actives have a fitted effect of over 60% in size
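TGR 20 nM + NADPH 100 uM (dispensed conc.), cpd preinc 15 min RT; start with NADPH (500 uM addition) then DTNB (15 mM addition). Kinetic TNB absorbance, 405 nm filter. Four-parameter Hill fit across titration.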
AmpC no deterg: qHTS Inhibitors of AmpC Beta-Lactamase (assay without detergent); Potency, µM (top dose mostly 57.1 µM), inactives show top-dose activity change, negative = inhibition, usual class: inhibitors; P00811; AmpC nitrocefin hydrolysis, absorbance 480 nm, 0.0001% Triton; 0.52% of 330,000 active;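 also: potency is read from the fitted curve at half-maximal effect; plate controls were no compound for no effect and no enzyme for full effect; nearly all actives have a fitted effect of over 20% in size; some results filed as inactive show a strong effect at the top dose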
Target sequence (P00811 whole entry, looked up): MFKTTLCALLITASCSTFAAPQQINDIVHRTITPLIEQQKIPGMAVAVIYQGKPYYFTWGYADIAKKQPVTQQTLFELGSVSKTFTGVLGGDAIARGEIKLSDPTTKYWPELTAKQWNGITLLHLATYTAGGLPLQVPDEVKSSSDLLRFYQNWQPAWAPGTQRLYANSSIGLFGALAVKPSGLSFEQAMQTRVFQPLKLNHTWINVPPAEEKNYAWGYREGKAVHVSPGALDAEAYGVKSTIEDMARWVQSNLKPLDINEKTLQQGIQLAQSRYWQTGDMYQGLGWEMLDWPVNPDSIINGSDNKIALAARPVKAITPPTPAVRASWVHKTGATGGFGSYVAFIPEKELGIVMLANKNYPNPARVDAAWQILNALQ
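20 mM phosphate pH 7.0 + 0.01% (detergent screen) or 0.0001% Triton X-100; 5.3 nM AmpC reagent; cpd preinc 15 min RT; nitrocefin (800 uM stock) to start; A480 q20 s × 4 min; Activity was normalised to no-enzyme and no-compound control wells.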
AMA1-RON2 inh: qHTS for Inhibitors of AMA1-RON; Towards Development of Antimalarial Drug Lead: Primary Screen | AlphaScreen AMA1-biotinylated RON2 peptide binding | Potency, µM (series often up to 58.2 µM), without a hit: at the top dose activity change, negative = inhibition, hits mostly inhibitors | 0.2% of 360,000 active;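 also: potency is read from the fitted curve at half-maximal effect; 0% = vehicle wells and -100% = peptide control; nearly all actives have a fitted effect of over 45% in size; some results filed as inactive show a strong effect at the top dose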
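AMA1 (3D7) with his tag at 25 nM final met compounds first, then biotinylated RON2 peptide at 25 nM; detection used donor plus acceptor beads, 10 µg/mL apiece, read by AlphaScreen after 30 min at room temperature.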
HCMV inh: qHTS Assay for inhibitors of the human cytomegalovirus (HCMV); HFF cells, HCMV-luciferase reporter, 72 h; active compounds read low; activity change, negative = inhibition, % at 57.5 µM; 4.5% of 410,000 active; in the data active = activity change below about -60%; inconclusive = no clear call, values can overlap the other calls; inactive = above about -39%
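Cell-based, HFFs, 1000 cells/well, 16 h 37C; cpds in DMSO + HCMV-luc, MOI 1 PFU/cell; 72 h 37C; OneGlo luminescence after 5 min RT; norm. to buffer vs Salinomycin 10uM.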
AmpC inh detg: qHTS Inhibitors of AmpC Beta-Lactamase (assay with detergent); P00811; AmpC hydrolysis of nitrocefin, absorbance 480 nm, 0.01% Triton; Potency, µM (highest dose often 114 µM), inactives show at the top dose activity change, negative = inhibition, usual class: inhibitors; 0.041% of 370,000 active;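 also: potency is read from the fitted curve at half-maximal effect; 0% = no-compound wells and -100% = no-enzyme wells; nearly all actives have a fitted effect of over 25% in size; some results filed as inactive show a strong effect at the top dose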
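AmpC (5.3 nM in the dispensed reagent) in 20 mM phosphate pH 7.0 with 0.01% (detergent screen) or 0.0001% Triton X-100 was preincubated with compounds for 15 min at room temperature. Nitrocefin was then added from an 800 uM solution, and hydrolysis was followed at 480 nm.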
The depositor's hits bear a star; ? = inconclusive; / = not tested or not shown; & = joins results of further samples; [ ] = remark or other dose. Unless noted, calls follow the shape of the dose curve; as a rule, active = well fitted curve in the direction sought with a large enough effect; inconclusive = small, poorly fitted or top-dose-only effect, or another doubt; inactive = no such curve, though single readings can be large; an effect the other way counts as inactive or inconclusive. Unless noted, % is scaled to controls: 0 for no effect and ±100 for the full control effect.

SMILES	FBPA Giardia inh	Sm TGR inh	AmpC no deterg	AMA1-RON2 inh	HCMV inh	AmpC inh detg
CCCN(C(=O)C1CC(=O)N(c2ccccc2C(C)CC)C1)C1CCS(=O)(=O)C1 (centres undefined)	/	26%	0%	0%[11.6 µM]	-4	5%
CC(=O)N1CN2CN(C1)CN(C(C)=O)C2	4%	1%	-6%	7%	-27	?
COC(=O)c1cc(C#N)c(Oc2ccccc2OC)nc1C	-13%	12%	-3%	8%	-13	-4%
CCc1ccccc1NC(=O)Cn1nnc(C(=O)Nc2ccc(OC)c(OC)c2)c1N	/	0%	/	/	-28	13%
O=C(CCc1ccccc1)NNC(=O)c1ccc(Br)cc1	7%	13%	-11%	94%[activator]	?	7%
CCc1cccc(N2C(=O)CSC23C(=O)N(Cc2ccccc2F)c2ccccc23)c1 (centres undefined)	/	2%	/	/	-24	18%
O=c1cc(NS(=O)(=O)c2ccccc2)nc(SCc2ccccc2Cl)[nH]1	10%	8%	-23%	15%	-9	-9%
COc1ccc(C2=NN(C(=O)CSc3nnnn3C)C(c3ccco3)C2)cc1 (centres undefined)	/	-19%	-17%	-5%	92	-3%
O=C(O)c1cccc(-n2c(/C=C/c3ccc([N+](=O)[O-])cc3)nc3ccccc3c2=O)c1	-3%	3%	-15%	4%	-62*	6%
COc1cccc(-n2c(SCC(=O)c3ccc(Cl)cc3)nc3c([nH]c4ccccc43)c2=O)c1	/	-3%	/	/	?	4%
COc1cc(/C=N/Nc2cccc(C)c2)ccc1OC(=O)c1cccs1	-4%	-29%	-48%	-9%	-11	-16%
O=C1CCCC/C1=C/Nc1ccc2c(c1)OCO2	?	0%	15%	-9%	-1	-13%
Cc1c(-c2nsc(NC(=O)c3ccccc3)n2)nnn1-c1ccc(C(F)(F)F)c(Cl)c1	/	-6%	/	/	4	4%
O=C(COc1ccccc1)Nc1nc(-c2cccs2)cs1	-2%	-1%	-36%	-6%	-16	-12%
CCCN1CN(CCc2ccccc2)CNC1=S	-3%	8%	-5%	-17%	-11	4%
Cc1onc(-c2ccccc2Cl)c1C(=O)N1CCN(C/C=C/c2ccccc2)CC1	13%	-24%	149%[activator]	-8%	-28	-11%
Cc1cccc(C(=O)NCC(=O)NC2CCC(C)CC2)c1 (centres undefined)	/	0%	-28%	17%	-9	-9%
CN1C(=O)c2cccc3c(S(=O)(=O)N4CCCC4C(=O)O)ccc1c23 (centres undefined)	-19%	1%	-11%	13%	-14	-7%
CCc1ccccc1NC(=O)Cc1ccc(NC(=O)N2CCCCc3ccccc32)cc1	/	5%	/	/	19	14%
CCNC(=S)NNC(=O)CSc1nc2ccccc2[nH]1	-10%	1%	-36%	47%[activator]	-6	-1%
CCS(=O)(=O)N1CCc2cc(C(=O)Nc3ccc(OC)c(Cl)c3)ccc21	/	-4%	/	/	-2	2%
CCN(Cc1ccccc1)c1ccc(/C=N/NC(=O)c2cccc(S(=O)(=O)N3CCOCC3)c2)cc1	1%	2%	9%	16%	?	-9%
Cc1cc(C)n2nc(SCc3ccc(C#N)cc3)nc2n1	-5%	66%[activator]	-13%	-8%	12	-3%
O=C(Nc1ccccc1F)c1cccc(C(=O)Nc2ccccc2F)c1	0%	5%	-26%	4%	3	-5%
O=C(Cn1ncc2c3ccccc3n(Cc3ccccc3F)c2c1=O)NCc1ccccc1Cl	/	-15%	/	/	8	-7%
CC(=O)N(CN1C(=O)c2ccccc2C1=O)c1ccc2c(c1)oc1ccccc12	3%	1%	-9%	0%	-36	-2%
Cc1ccc(NC(=O)CNC(C)c2ccccc2)cc1 (centres undefined)	-19%	-7%	-14%	4%	3	-7%
NC(=O)c1ccc(NC(=O)CCc2nc3sc4c(c3c(=O)[nH]2)CCCC4)cc1	/	2%	-23%	-19%	-23	-19%
COCCn1c(SCC(=O)Nc2nnc(C)s2)nnc1-c1ccoc1C	-3%	/	-4%	1%	22	1%
CCOC(=O)N1CCN(S(=O)(=O)c2c(C(=O)N3CCCCC3)c(C)n(C)c2C)CC1	/	-7%	22%	4%	-31	0%
CC(=O)c1ccc(S(=O)(=O)N2CCN(C(=O)CSC(=S)N3CCCC3)CC2)cc1	/	-6%	12%	1%	3	-16%
COc1cccc(NC(=O)CSc2nc(C)cs2)c1	3%	-14%	-14%	10%	-19	2%
CN(CC(=O)OCC(=O)NCc1ccccc1)S(=O)(=O)c1ccc(Cl)cc1	3%	6%	-4%	0%	-8	-3%
CCN(CC)C(=O)CC1(c2ccccc2OC)CCOC(C(C)C)C1 (centres undefined)	6%	?	44%	9%	11	?
COc1ccccc1CNC(=O)c1ccc2c(c1)CCN2S(=O)(=O)c1ccccc1	/	2%	/	/	-14	2%
C/C(=C/C=C/[C@@H](C)C(=O)O)[C@H]1CN[C@H](C(=O)O)[C@H]1CC(=O)O	?	-18%	-10%	80%[activator]	-25	?
COc1cccc(OCC(=O)NNC(=O)C(=O)Nc2ccc(OC)cc2OC)c1	-3%	8%	-9%	83%[activator]	-5	0%
COc1ccc(Nc2nnc(-c3cc4cc(Cl)ccc4oc3=O)s2)cc1	/	?	/	/	-9	2%
CCOC(=O)Cn1cnc2sc(C(=O)OC)c(C)c2c1=O	2%	3%	-15%	-12%	-34	-4%
CC(C)c1ccc2c(c1)c(SC(C)(C)C)c(CC(C)(C)C(=O)O)n2Cc1ccc(Cl)cc1	?	-22%&-14%	-33%&-28%	-2%	?	?
COc1ccc(C(=O)Nc2cccc3c2CCCC3)cc1	3%	11%	-29%	11%	-13	-12%
CC(=O)n1c(C=Nc2ccccc2)c(O)c2ccccc21	-6%	-12%	-12%	18%	169	-8%
CC1CCN(C(=O)CSc2nnc(-c3ccccc3F)o2)CC1	/	-6%	-10%	0%	-9	-6%
CCC(CO)Oc1cc(NCc2cccc(C)c2)c2ncn(C(C)C)c2c1 (centres undefined)	/	/	60%	7%	-76*	/
COc1ccc2nc(C)cc(SCC(=O)Nc3c(C)cccc3C)c2c1	3%	?	-1%	0%[2.32 µM]	?	-1%
COc1cccc(CNCCc2ccccc2)c1OC	0%	1%	-13%	0%	?	4%
COc1ccc(C2c3[nH]c4ccccc4c3CCN2CCCn2cccn2)c(C)c1C (centres undefined)	-7%	-2%	57%	?	9	-1%
O=C(c1ccc2c(=O)n(CC3CCCO3)c(=S)[nH]c2c1)N1CCN(c2ccccc2)CC1 (centres undefined)	-24%	8%	-10%	27%	21	-2%
CCSC1=N/C(=C\c2ccc3c(c2)OCO3)C(=O)S1	6%	-20%	-26%	32%[activator]	4	7%
CSc1cccc(NC(=O)c2cc(S(=O)(=O)N3CCCC3)cn2C)c1	-5%	12%	-21%	-16%	5	4%
COc1cc(/C=C2\N=C(C)OC2=O)cc(OC)c1OC	2%	18µM*	-22%	5%	2	-8%
Cc1ccccc1C(=O)Nc1cccc(C(=O)Nc2ccccc2C(=O)O)c1	11%	-17%	-20%	1%	-15	-6%
O=c1c2cccc(Cl)c2nc2n1Cc1ccccc1-2	-5%	3%	-17%	7%	52	-5%
CCCc1nc2c(C)cc(-c3nc4ccccc4n3C)cc2n1Cc1ccc(-c2ccccc2C(=O)O)cc1	12%&18%	7%	-15%	-3%	/	2%
COc1ccc(C(CNC(=O)CCc2ccsc2)N(C)C)cc1 (centres undefined)	7%	-2%	-8%	7%	6	2%
COc1ccc(S(=O)(=O)N2CCN(C(=O)CNC(=O)c3ccc4c(c3)OCO4)CC2)cc1	/	2%	1%	3%	5	-16%
CC(=O)c1c(C)[nH]c(C(=O)COC(=O)c2cc(S(=O)(=O)N(C)c3ccccc3)ccc2Cl)c1C	-10%	-10%	-29%	36%[activator]	-13	-11%
CC(=O)Nc1ccc(Cc2nc3ccccc3[nH]2)cc1	-15%	/	-5%	0%	-27	-14%
c1ccc(-n2nnnc2NCCCN2CCOCC2)cc1	0%	1%	-18%	1%	8	-2%
Cc1ccc(C(=O)N2CCCC(CCC(=O)N3CCN(c4ccccn4)CC3)C2)cc1 (centres undefined)	-10%	-4%	116%[activator]	1%	0	-3%

Entries of single compounds, quoted from the list. Values in the order: FBPA Giardia inh, Sm TGR inh, AmpC no deterg, AMA1-RON2 inh, HCMV inh, AmpC inh detg
CCCc1nc2c(C)cc(-c3nc4ccccc4n3C)cc2n1Cc1ccc(-c2ccccc2C(=O)O)cc1 is listed as 12%&18%, 7%, -15%, -3%, /, 2%
COc1cc(/C=C2\N=C(C)OC2=O)cc(OC)c1OC is listed as 2%, 18µM*, -22%, 5%, 2, -8%

Further structures:
SMILES	FBPA Giardia inh	Sm TGR inh	AmpC no deterg	AMA1-RON2 inh	HCMV inh	AmpC inh detg
COC(=O)C(Cc1ccccc1)NC(=O)CNC(=O)c1ccccc1OC (centres undefined)	3%	4%	-2%	19%	9	-16%
COCCn1nnnc1C(CC(C)C)N1CCN(C(=O)c2ccco2)CC1 (centres undefined)	12%	1%	6%	14%	-27	?
COc1ccc(Cl)cc1NC(=O)Cn1cccc1	-1%	?	-17%	-14%	1	-9%
Cc1ccc(Nc2cc(=O)[nH]c(=O)[nH]2)c(C)c1	1%	8%	-14%	0%	-4	9%
Cc1noc(C)c1CSCC(=O)Nc1cc(S(=O)(=O)N2CCOCC2)ccc1OC(C)C	/	16%	123%[activator]	-9%	-9	7%
Cc1ccccc1-n1c(O)c(C=NCCN2CCOCC2)c(=O)[nH]c1=O	-1%	-25%	-15%	10%	-19	-2%
CCOc1ccc(CCNC(=O)C2CCN(Cc3nc(-c4ccc(OC)c(OC)c4)oc3C)CC2)cc1OCC	/	2%	/	/	9	2%
Cn1cccc1Cc1nnc(SCC(=O)NCc2ccccc2Cl)n1-c1ccc(F)cc1	-1%	0%	56%	0%	9	?
CCOC(=O)N1CCN(C(=O)COC(=O)Cc2ccc(OC)cc2)CC1	-1%	7%	-4%	7%	-39	6%
COc1ccc(CCNc2nc(-c3ccco3)cc(C(F)(F)F)n2)cc1OC	-2%	1%	85%[activator]	-7%	-20	-3%
Nc1nonc1C(=O)NCCNC(=O)c1ccc(Cl)c(Cl)c1	2%	2%	-5%	-7%	3	-15%
CCN(C(=O)COC(=O)c1ccc[nH]c1=O)c1cccc2ccccc12	/	/	-5%	-9%	-1	/
O=C(NCCCO)c1c(O)c2cccc3c2n(c1=O)CCC3	7%	4%	109%[activator]	31%[activator]	/	-1%

3 records picked at random from those above, as already listed:
SMILES	FBPA Giardia inh	Sm TGR inh	AmpC no deterg	AMA1-RON2 inh	HCMV inh	AmpC inh detg
O=C(NCCCO)c1c(O)c2cccc3c2n(c1=O)CCC3	7%	4%	109%[activator]	31%[activator]	/	-1%
CCOc1ccc(CCNC(=O)C2CCN(Cc3nc(-c4ccc(OC)c(OC)c4)oc3C)CC2)cc1OCC	/	2%	/	/	9	2%
Nc1nonc1C(=O)NCCNC(=O)c1ccc(Cl)c(Cl)c1	2%	2%	-5%	-7%	3	-15%

Screening data deposited in PubChem BioAssay by National Center for Advancing Translational Sciences (NCATS).
